# All columns: NCI-60 one-dose screen, growth in % after 48 h at 10 µM unless noted; 100 = growth as untreated, 0 = no growth, -100 = all killed.
# MALME-3M = MALME-3M melanoma; hit rate 5.8% among 78,000
# HS 578T = HS 578T breast cancer; hit rate 4.1% among 78,000; AID 1794788
# LOX IMVI = LOX IMVI melanoma; hit rate 7.4% among 79,000
# UACC-62 = UACC-62 melanoma | hit rate 5.4% among 81,000 | AID 1794756
# UACC-257 = UACC-257 melanoma; hit rate 4.4% among 78,000
# BT-549 = BT-549 breast cancer; hit rate 4.4% among 78,000; AID 1794793
# SK-MEL-2 = SK-MEL-2 melanoma; hit rate 4.7% among 77,000
# T-47D = T-47D breast cancer; hit rate 5% among 79,000; AID 1794792
# An asterisk follows results filed as active; . = no result given; & = joins results of further samples; [ ] = another dose, or the depositor's remark. How the source made its calls: active means growth percent below 10; inactive means the rest.
SMILES	MALME-3M	HS 578T	LOX IMVI	UACC-62	UACC-257	BT-549	SK-MEL-2	T-47D
CC(CN1CCN(CC(C)C(=O)c2ccccc2)CC1)C(=O)c1ccccc1 (configuration not stated)	194	112	97	98	101	100	104	90
CC(=O)Oc1ccc(/C=C/C(=O)NC(Cc2ccccc2)C(=O)C(=O)NCc2ccccc2)cc1OC(C)=O (configuration not stated)	96	90	86	85	96	99	103	95
COc1ccc(C(=O)c2cc3c(N)c(C(=O)Nc4cccc(OC)c4)sc3nc2C)cc1	56	25	37	45	71	46	28	63
N#Cc1c(N2CCNCC2)nc2sc3cc(Cl)c(Cl)cc3n2c1=O	130	120	97	100	105	126	112	87
CC1(C)OC(=O)C(=Cc2ccccc2Br)C(=O)O1	.	101	94	.	95	107	98	102
Cn1cc(-c2cc(N)n3nc(-c4cn(C)c5ccc(Cl)cc45)cc3n2)c2cc(Cl)ccc21	100	107	11	94	108	117	121	91
COc1ccc(-c2cc(-c3ccc(N)cc3)[nH]c(=O)c2C#N)cc1[N+](=O)[O-]	102	101	99	101	118	95	102	80
COc1ccc(NC(=O)C(C)Sc2nc3ccccc3c(=O)n2CCc2ccc(S(N)(=O)=O)cc2)cc1 (configuration not stated)	99	91	93	91	106	93	107	88
COc1cc(-n2cc(C#N)c(N)c2C(=O)c2ccc(Cl)cc2)cc(OC)c1OC	102	111	96	98	98	101	108	95
Cc1ccc(Cc2ccccc2C(=O)O)cc1	114	94	109	98	107	112	101	114
N#CCCNC(CC(=O)O)C(=O)O (configuration not stated)	111	107	106	122	116	122	123	104
CC(C)(C)NC(=O)N/C(N)=N/c1nc2ccccc2s1	104	95	62	66	67	79	92	57
CCCCC(CC)C/C=C(/C)OC(C)=O (configuration not stated)	104	97	104	100	.	111	110	.
O=c1nc(SCc2ccc3sccc3c2)nc(SCc2ccc(C(F)(F)F)cc2)[nH]1	68	88	66	55	62	70	75	42
C=CCCCCCCCCC(=O)OC(C)C	79	94	100	105	95	108	101	.

# (further entries)
SMILES	MALME-3M	HS 578T	LOX IMVI	UACC-62	UACC-257	BT-549	SK-MEL-2	T-47D
O=[N+]([O-])c1ccc(-c2nc3ccccc3s2)cc1	100	91	93	88	121	95	104	.
CSc1nncc(=O)[nH]1	110&86	110&95	102&96	100&95	101&96	116&97	114&105	101&108
CCOC(=O)C1CC(C)(C)OC1=O (configuration not stated)	94	105	100	97	78	102	93	.
CN(C)CCOc1ccc(C(=O)C(=O)N2CCCCC2)cc1	114	.	100	99	95	114	103	109
O=[N+]([O-])c1ccc(OCCCOc2ccccc2)c(Cl)c1	115	134	85	83	105	112	102	.
CC(C)NC(=O)C1(N2C(=O)c3ccccc3C2=O)CCCC1	.	142	97	98	95	91	103	112
Cc1ccn2c(-c3csc(Nc4cccc(O)c4)n3)c(C)nc2c1	65	19	.	22	77	25	24	34
CC(C)COC(=O)/C=C/c1ccccc1	87	89	98	.	95	.	101	.
O=C(CCN1CCCCC1)CCN1CCCCC1	110	122	98	87	90	113	95	91
Cc1cc(N=Nc2c(O)ccc3ccccc23)n[nH]1	112	96	85	79	98	100	93	85
Nc1ncc(C(=O)O)c(-c2ccccc2)n1	.	106	98	101	116	96	98	112
O=S(=O)(c1ccccc1)n1cc(-c2csc(-c3ccc4ccccc4c3)n2)c2cc(F)ccc21	109	113	97	95	.	105	92	104
COc1ccc(CC(C)=C(c2ccc(OCCN3CCCC3)cc2)c2ccc(OCCN3CCCC3)cc2)cc1	-83*	-47*	-87*	-89*	-87*	-69*	-92*	-50*
COc1ccc(-n2nc(C(=O)NCCCCCC(=O)NO)nc2-c2ccccc2)cc1	90	95	109	102	106	97	113	94
CC(C)=NNC(=O)CC(=O)NN=C(C)C	.	110	105	101	103	102	.	101

# Shown with values under each structure: part of the list above.
# Fields: MALME-3M	HS 578T	LOX IMVI	UACC-62	UACC-257	BT-549	SK-MEL-2	T-47D
- O=[N+]([O-])c1ccc(OCCCOc2ccccc2)c(Cl)c1
    115	134	85	83	105	112	102	.
- CC(C)NC(=O)C1(N2C(=O)c3ccccc3C2=O)CCCC1
    .	142	97	98	95	91	103	112
- Cc1ccn2c(-c3csc(Nc4cccc(O)c4)n3)c(C)nc2c1
    65	19	.	22	77	25	24	34
- CC(C)COC(=O)/C=C/c1ccccc1
    87	89	98	.	95	.	101	.
- O=C(CCN1CCCCC1)CCN1CCCCC1
    110	122	98	87	90	113	95	91
- Cc1cc(N=Nc2c(O)ccc3ccccc23)n[nH]1
    112	96	85	79	98	100	93	85
- Nc1ncc(C(=O)O)c(-c2ccccc2)n1
    .	106	98	101	116	96	98	112
- O=S(=O)(c1ccccc1)n1cc(-c2csc(-c3ccc4ccccc4c3)n2)c2cc(F)ccc21
    109	113	97	95	.	105	92	104
- COc1ccc(CC(C)=C(c2ccc(OCCN3CCCC3)cc2)c2ccc(OCCN3CCCC3)cc2)cc1
    -83*	-47*	-87*	-89*	-87*	-69*	-92*	-50*
- COc1ccc(-n2nc(C(=O)NCCCCCC(=O)NO)nc2-c2ccccc2)cc1
    90	95	109	102	106	97	113	94
- CC(C)=NNC(=O)CC(=O)NN=C(C)C
    .	110	105	101	103	102	.	101

# The list continues.
SMILES	MALME-3M	HS 578T	LOX IMVI	UACC-62	UACC-257	BT-549	SK-MEL-2	T-47D
Cc1ccc(C2=N[C@@H](Cc3ccccc3)C(=O)c3c(nc4ccccn34)N2)cc1	100	96	86	93	91	88	105	96
Oc1cc(O)cc(O)c1	101	111	93	100	100	108	97	.
O=C(c1ccc(Br)cc1)C1C(c2ccc(Br)cc2)C2CCCN2C12C(=O)Nc1ccccc12 (configuration not stated)	85	83	82	57	86	102	88	48
CCOC(=O)c1cc(-c2ccc(Cl)cc2)n(-c2ccc(S(N)(=O)=O)cc2)n1	95	92	107	89	92	98	101	93
CS(=O)(=O)NC(c1ccccc1)c1ccccc1	98	109	96	107	105	107	102	105
CCN1CCN(c2c(C(=O)c3ccccc3)cnc3cc(OC)c(OC)cc23)CC1	89	84	91	71	107	117	92	72
CN1C(N2CCN(S(=O)(=O)c3ccccc3)CC2)=NS(=O)(=O)c2ccccc21	103	83	96	94	61	119	57	101
COc1ccc(-c2nnc(-c3nc4ccccc4nc3Cl)o2)cc1	94	111	.	98	110	111	115	81
COc1cc(-c2nc3ccccc3[nH]2)ccc1OCC(=O)N=Nc1c(O)[nH]c2ccccc12	55	84	83	95	105	104	103	33
NC(CC(=O)c1ccccc1)C(=O)O (configuration not stated)	103	101	105	100	85	111	94	118
COC(=O)[C@@H](NC(=O)CNC(=O)[C@H]1CCCN1C(=O)C(Cc1ccccc1)NC(=S)Nc1cc(C(F)(F)F)cc(C(F)(F)F)c1)C(C)C (some centres not stated)	90	68	53	44	58	74	73	25
O=C(c1c2c(nn1-c1ccccc1)CCC(NCCc1ccc(C(F)(F)F)cc1)C2)N1CCCCC1 (configuration not stated)	76	91	80	87	102	91	99	93
O=C1SCCN1/N=C/c1ccc([N+](=O)[O-])o1	77	143	57	96	96	119	140	110
O=C(NCCn1ccnc1)c1ccc(-c2nc3ccc4[nH]ncc4c3c3c2CCCC3)cc1	42	2.4*	66	29	93	44	45	56
Fc1ccc(-c2cn(Cc3nc4ccccc4[nH]3)nn2)cc1	87	91	96	93	91	105	93	99

# Going on with the list:
SMILES	MALME-3M	HS 578T	LOX IMVI	UACC-62	UACC-257	BT-549	SK-MEL-2	T-47D
CSc1ccc(-c2ccccc(=O)c2O)cc1	16	56	9.8*	-23*	-4.1*	30	15	27
Cc1ccc2nc(NC(=O)CSC(=S)N3CCN(Cc4ccccc4)CC3)sc2c1	-58*	-0.7*	-41*	.	-63*	-55*	.	-33*
Oc1ccc2ccccc2c1CN1CC2CCC(CC2)C1	.	115	93	101	113	100	103	99
COC(=O)c1nc(N)nc(C(=O)OC)c1C(=O)c1ccc(OC)cc1	50&100	81&105	53&98	35&102	87&100	77&144	77&108	36&101
CCC(=O)OCc1cccc(OC)c1	116	101	92	96	.	103	111	95
CCN(CC)c1cc2c(cc1Br)-c1ccccc1C2=O	84	84	96	77	100	92	68	28
Cn1cc(-c2nonc2-c2c[nH]c3ccc(F)cc23)c2cc(Br)ccc21	61	63	9.4*	53	63	66	72	15
Nc1nc(Br)nc2nc[nH]c12	100	98	98	99	109	122	116	103
CCn1c2ccccc2nc2cc3c(cc21)c(Cl)c(=O)c1ccccc13	87	92	89	94	104	75	107	88
Cc1ccc(-n2c(SCC(=O)Nc3ccc(-c4nc5ccccc5[nH]4)cc3)nc3ccccc3c2=O)cc1	109	89	108	99	103	101	109	92
COc1ccc2c(c1)OC(N(C(C)=O)C(C)=O)=C(C#N)C2c1ccc(F)cc1 (configuration not stated)	62	24	48	35	63	38	25	42
COC(=O)[C@H]1CCCN1C(C(=O)NC(C)(C)C)c1c(C)c(-c2c(C)cc3c(C(C(=O)NC(C)(C)C)N4CCC[C@@H]4C(=O)OC)c(OC)c(OC)cc3c2OC)c(OC)c2cc(OC)c(OC)cc12 (some centres not stated)	93	93	88	103	.	109	86	91
CNCc1cccc2c1OCCOCCOCCNS(=O)(=O)c1ccc(cc1)-c1cnc(N)c(n1)C(=O)N2	30	49	2.9*	23	61	28	30	70
N#Cc1c(Cl)nc(SCc2ccc(F)cc2)nc1-c1ccc(Cl)cc1	97	98	102	96	101	121	.	108
CCOc1ccccc1/C=N/Nc1nc2ccccc2o1	98	101	94	83	113	98	91	23

# Additional structures.
SMILES	MALME-3M	HS 578T	LOX IMVI	UACC-62	UACC-257	BT-549	SK-MEL-2	T-47D
O=S(=O)(c1ccccc1)N1CC2CC(Br)C(Br)CC21 (configuration not stated)	109	106	100	101	104	113	101	91
Cc1cc(OC(=O)c2c(-c3ccccc3)noc2C)n(-c2ccc(NC(=O)c3c(-c4ccccc4)noc3C)cc2)n1	118	94	84	87	99	157	89	78
CCOC(=O)CCCCCCCCC(=O)OCC	94	110	97	102	101	109	112	90
c1ccc2c(c1)nnn2-c1ccncc1	93	93	91	91	97	87	96	99
C[N+](C)(C)C(Cc1ccccc1)c1ccccc1 (configuration not stated)	108	115	89	94	120	99	98	76
O=C(O)CCNC(=O)c1nc(-c2ccccc2)n(-c2ccccc2)n1	105	106	97	98	.	107	93	101
CS(=O)(=O)c1ccc(-c2nc3cc(Cl)ccc3n2CC(=O)O)cc1	101	93	98	92	91	101	98	.
CCCC1CCCCN1C (configuration not stated)	90	.	92	103	105	96	.	110
CC[N+](CC)(CC(=O)NC)Cc1ccc([N+](=O)[O-])cc1	102	106	103	107	95	100	89	79
CCN(Cc1ccc(CN(CC)C(=O)c2c(-c3ccccc3)noc2C)cc1)C(=O)c1c(-c2ccccc2)noc1C	78	90	91	67	67	51	.	32
COc1ccc2c(c1)c(-c1nn3c(=O)cc(-c4ccccc4)nc3s1)cn2C	35	27	38	24	.	50	.	16
NCCC[C@@H](N)C[C@H]1O[C@@H](n2cnc3c(N)ncnc32)[C@H](O)[C@@H]1O	98[100 µM]	95[100 µM]	95[100 µM]	102[100 µM]	99[100 µM]	103[100 µM]	109[100 µM]	96[100 µM]
O=C(N/N=C/c1ccc(Cl)cc1)c1cccnc1	106	136	101	92	101	84	96	99
Nc1ccc(S(=O)(=O)Nc2cc(Cl)cc(Cl)c2)cc1	85	86	58	89	.	96	100	87
Cn1cc(-c2nonc2-c2c[nH]c3ccc(Br)cc23)c2cc(Br)ccc21	40	32	25	54	67	77	74	24

# Additional entries follow.
SMILES	MALME-3M	HS 578T	LOX IMVI	UACC-62	UACC-257	BT-549	SK-MEL-2	T-47D
COC1C(O)CC(OC2CC(OC3CC(O[C@@H]4C(=O)c5c(cc6cc(OC7CC(OC8CC(O)C(O)C(C)O8)C(O)C(C)O7)c(C)c(O)c6c5O)CC4[C@H](OC)[C@@H](O)C(C)=O)OC(C)C3O)OC(C)C2O)OC1C (some centres not stated)	-12*	22	-25*	-21*	-15*	-1.6*	-38*	1.2*
COc1ccc(-c2cc(C(=O)OCCO)c(C)n2-c2ccc(Cl)cc2)cc1	107	88	80	63	102	94	105	53
C=CCOc1ccc2c(c1)CC[C@@H]1[C@@H]2CC[C@]2(C)[C@@H](O)[C@@H](O)C[C@@H]12	79	131	94	93	85	118	96	92
NNC(=O)C(c1ccccc1)c1ccccc1	109	99	90	90	96	114	103	89
Cc1ccc(S(=O)(=O)N(Cc2ccccc2)c2ccccc2C(=O)NO)cc1	.	107	107	102	114	97	100	101
O=C1CCC2=C3C4CCCCC4C(=O)C4CCCC(OC2C1)C34 (configuration not stated)	-33*	27	1.5*	50	29	7.1*	3.0*	46
C/C(=N\Nc1ncc(C(N)=O)c(N)n1)c1ccccc1	103	104	100	97	95	120	90	93
C/C=C(/C)C(=O)O[C@@H]1CC(C)(C)CC2C3=CCC4[C@@]5(C)CC/C(=N\O)C(C)(C)C5CC[C@@]4(C)[C@]3(C)CC[C@]21C(=O)O (some centres not stated)	79	90	82	74	84	79	87	77
CN(C)CCC(O)(c1ccccc1)c1ccccc1	99	98	97	101	112	106	96	98
COc1ccc(C2CCc3cc4c(cc3/C2=N/O)OCO4)cc1OC (configuration not stated)	92	88	91	82	91	90	92	73
c1cc2ccc3cc2cc1CNCCSCCNCc1ccc2ccc(cc2c1)CNCCSCCNC3	103	100	100	100	101	97	104	101
CN(C)Cc1ccccn1	99	114	96	98	99	101	107	102
N#CC1(NO)CCCCC1	104	.	97	109	101	94	93	95
CCCCC(CC)COC(=O)CC(C(=O)OCC(CC)CCCC)S(=O)(=O)O (configuration not stated)	102	106	97	97	120	107	101	124
Cc1cc(-c2ccc(Cl)cc2)n(Cc2nnc(SCC(=O)Nc3ccc(S(N)(=O)=O)cc3)n2C2CCCCC2)n1	87	100	101	99	101	124	106	108

# Whole records as entered above. Order of screens: MALME-3M | HS 578T | LOX IMVI | UACC-62 | UACC-257 | BT-549 | SK-MEL-2 | T-47D
# CCCCC(CC)COC(=O)CC(C(=O)OCC(CC)CCCC)S(=O)(=O)O (configuration not stated) is listed as 102 | 106 | 97 | 97 | 120 | 107 | 101 | 124
# N#CC1(NO)CCCCC1 is listed as 104 | . | 97 | 109 | 101 | 94 | 93 | 95
